# Apoferritin bind: qHTS Assay for Identification of Novel General Anesthetics | Ferritin light chain (Equus caballus), P02791 | apoferritin/1-aminoanthracene competitive binding, fluorescence | Potency, µM (titrated, usually from 77.5 µM), without a hit: top-dose activity change, negative = displacement, hits mostly inhibitors | actives 0.074% (n = 350,000) | AID 485281, 2010; note: potency is the fitted concentration of half-maximal effect; % is set by controls: 0 for no effect and ±100 for the full control effect; nearly all actives have a fitted effect of over 20% in size
# Target sequence (P02791 2-175 limits assumed): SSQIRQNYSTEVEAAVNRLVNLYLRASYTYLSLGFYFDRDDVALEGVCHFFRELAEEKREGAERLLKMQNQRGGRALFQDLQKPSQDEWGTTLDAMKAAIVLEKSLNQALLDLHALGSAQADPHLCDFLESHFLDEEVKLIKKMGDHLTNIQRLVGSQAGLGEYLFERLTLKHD
#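 Concentration-response curves derived by four-parameter Hill fitting of normalized fluorescence, where compounds displaced 1-AMA from 10 uM horse apoferritin following a brief 10 min room-temperature incubation; propofol titration acted as positive control.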
# BLM helicase inh: qHTS Assay for Inhibitors of Bloom's syndrome helicase (BLM); AID 2528, 2010; RecQ-like DNA helicase BLM (Homo sapiens), P54132; recombinant BLM DNA unwinding, fluorescence dequenching; Potency, µM (highest dose often 56.1 µM), inactives show at the highest dose activity change, negative = inhibition, usual class: inhibitors; actives 0.2% (n = 350,000);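 note: potency is the fitted concentration of half-maximal effect; plate controls were vehicle for no effect and no enzyme for full effect; nearly all actives have a fitted effect of over 35% in size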
# APEX1 inh: qHTS Assay for Inhibitors of the Human Apurinic/apyrimidinic Endonuclease 1 (APE1); AID 2517, 2012; actives 0.35% (n = 350,000); recombinant APE1, TAMRA/BHQ-2 abasic DNA cleavage fluorescence; Potency, µM (highest dose often 65.8 µM), inactives show at the highest dose activity change, negative = inhibition, most hits filed as inhibitors; DNA repair nuclease/redox regulator APEX1 (Homo sapiens), P27695;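 note: potency is the fitted concentration of half-maximal effect; plate controls were vehicle for no effect and reference inhibitor for full effect; nearly all actives have a fitted effect of over 55% in size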
#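 APE1 at 0.75 nM final was preincubated with compound 15 min at room temperature, then 50 nM double-stranded THF abasic-site substrate (5'-TAMRA/3'-BHQ-2) was added. Fluorescence (ex 525/em 598 nm) was read kinetically; third-minus-first read gave activity.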
# Pol kappa inh: qHTS for Inhibitors of Polymerase Kappa; DNA polymerase kappa (Homo sapiens), Q9UBT6; purified Pol kappa, fluorescent DNA synthesis assay, 10 min; Potency, µM (highest dose often 107 µM), for the others: at the top dose activity, negative = inhibition, actives largely listed as inhibitors; actives 0.53% (n = 400,000); note: potency is the fitted concentration of half-maximal effect; % is set by controls: 0 for no effect and ±100 for the full control effect
#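 Kinetic fluorescence readout at 0 and 10 min followed reaction start with substrate at 50 nM final. Beforehand, enzyme (10 nM Pol kappa) stood 15 min with compound at room temperature; buffer-only wells were negative controls.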
# POLI inh: qHTS for Inhibitors of Polymerase Iota; Pol iota fluorescent replication assay, 10 min; Potency, µM (highest dose often 115 µM), inactives show at the highest dose activity, negative = inhibition, usual class: inhibitors; actives 1% (n = 390,000); AID 588590, 2011; note: potency is the fitted concentration of half-maximal effect
#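 Pol iota at 10 nM preincubated 15 min with compounds at room temperature; reaction started with fluorescent substrate, 50 nM final. Fluorescence read kinetically at 0 and 10 min; buffer-only wells as negative control.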
# GRP78 ERSR act: qHTS for Inducers of the Endoplasmic Reticulum Stress Response (ERSR) in Human Glioma: qHTS. U87-MG GRP78 promoter luciferase reporter, 16 h. Potency, µM, inactives show at the top dose activation, usual class: activators. actives 0.02% (n = 420,000); note: potency is the fitted concentration of half-maximal effect; series mostly up to about 76 µM; % of control where 0% means no effect; nearly all actives have a fitted effect of over 35% in size
#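 Stably transfected U87-MG glioma cells carrying a GRP78-based luciferase sensor; 16 h compound incubation. Luminescence end-point read 10 min after Bright-Glo addition at room temperature.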
# LDHA block: qHTS assay for inhibitors of human lactate dehydrogenase; L-lactate dehydrogenase A chain (Homo sapiens), P00338; purified LDHA, NADH/diaphorase-resazurin fluorescence; stronger effect = lower value; activity change, % (values are at about 110 or 230 µM); actives 0.15% (n = 480,000); AID 1347041, 2019; in the data active = activity change below about -30%; inconclusive = mostly about -25% to -30%;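 note: plate controls were DMSO wells for no effect and wells without enzyme for full effect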
#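 LDH5 2 nM; NADH 0.06 mM, pyruvate 0.2 mM; 200 mM Tris pH 7.4, EDTA, Tween-20; 5 min RT. Detection: diaphorase 0.133 mg/mL + resazurin 37 µM, fluorescence ex540/em590 at 0 and 20 min; normalized to enzyme-free and DMSO wells.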
# POLB inh: qHTS Assay for Inhibitors of DNA Polymerase Beta | actives 1.3% (n = 340,000) | Pol beta primer extension/strand displacement, fluorescence kinetic | Potency, µM (titrated, usually from 114 µM), for inactives: at the highest dose activity change, negative = inhibition, actives largely listed as inhibitors | P06746 | AID 485314, 2010; note: potency is the fitted concentration of half-maximal effect; % is set by controls: 0 for no effect and ±100 for the full control effect
#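 Homogeneous kinetic assay of primer extension and strand displacement by 10 nM Pol beta, preincubated 15 min at room temperature with compound before 50 nM substrate (final) was added. Read at 0 and 10 min; four-parameter Hill fit.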
# Pol eta inh: qHTS for Inhibitors of Polymerase Eta; Potency, µM (top dose mostly 114 µM), inactives show at the highest dose activity change, negative = inhibition, most hits filed as inhibitors; DNA polymerase eta (Homo sapiens), Q9Y253; AID 588591, 2011; recombinant Pol eta, fluorescent DNA replication assay; actives 1.2% (n = 390,000); note: potency is the fitted concentration of half-maximal effect; % is set by controls: 0 for no effect and ±100 for the full control effect
# Target sequence (Q9Y253 whole entry, looked up): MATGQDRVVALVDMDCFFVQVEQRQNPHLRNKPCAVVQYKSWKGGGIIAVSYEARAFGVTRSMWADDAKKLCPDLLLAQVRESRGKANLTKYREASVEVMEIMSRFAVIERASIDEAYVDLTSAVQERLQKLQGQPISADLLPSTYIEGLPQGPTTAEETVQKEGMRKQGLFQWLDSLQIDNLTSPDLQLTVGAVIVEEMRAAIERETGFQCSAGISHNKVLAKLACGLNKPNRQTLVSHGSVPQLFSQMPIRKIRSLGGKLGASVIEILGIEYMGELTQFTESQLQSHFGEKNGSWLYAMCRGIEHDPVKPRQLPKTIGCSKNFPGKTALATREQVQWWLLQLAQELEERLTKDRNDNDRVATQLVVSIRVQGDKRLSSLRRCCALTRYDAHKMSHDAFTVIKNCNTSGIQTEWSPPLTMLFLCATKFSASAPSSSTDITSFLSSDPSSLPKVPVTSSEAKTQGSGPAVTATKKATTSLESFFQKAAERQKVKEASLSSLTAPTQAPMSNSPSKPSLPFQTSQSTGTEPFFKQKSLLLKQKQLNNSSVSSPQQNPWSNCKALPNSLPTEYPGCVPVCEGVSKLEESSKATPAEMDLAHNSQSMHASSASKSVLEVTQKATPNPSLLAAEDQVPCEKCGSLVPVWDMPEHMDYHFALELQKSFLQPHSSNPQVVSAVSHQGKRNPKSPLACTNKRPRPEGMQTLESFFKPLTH
#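 Pol eta (10 nM) was preincubated with compounds for 15 min at room temperature, after which fluorescent replication substrate (50 nM final) was added to start the reaction. Fluorescence was read kinetically at 0 and 10 min.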
# An asterisk follows results filed as active; ? = inconclusive; nt = no result given; & = joins results of further samples; [ ] = dose if it differs, or a comment. Unless noted, calls come from the whole dose curve; as a rule, active = well fitted curve in the direction sought with a large enough effect; inconclusive = small, poorly fitted or top-dose-only effect, or another doubt; inactive = no such curve, though single readings can be large; an effect the other way counts as inactive or inconclusive. An excerpt; count on the stated rates, not on these rows.
no.	structure	Apoferritin bind	BLM helicase inh	APEX1 inh	Pol kappa inh	POLI inh
1	O=c1[nH]c(CN2CCN(c3ccccn3)CC2)nc2c(Br)cc(Br)cc12	-9%	-1%	8%	-16%	16%
2	O=C(Nc1ccc(Cl)cc1)N1CCC(c2nc(-c3ccccc3Cl)no2)CC1	8%	-5%	-11%	?	?
3	COC(C(=O)C(O)C(C)O)C1Cc2cc3cc(OC4CC(OC5CC(O)C(O)C(C)O5)C(O)C(C)O4)c(C)c(O)c3c(O)c2C(=O)C1OC1CC(OC2CC(OC3CC(O)C(OC)C(C)O3)C(O)C(C)O2)C(O)C(C)O1 (configuration not stated)	nt	nt	nt	79µM*	22µM*
4	CC1CCN(c2ccc(NC(=O)c3cccc(Cl)c3)cc2C(=O)O)CC1	-9%	3%	nt	-3%[60.1 µM]	11%
5	Cc1ccc2nc(C)cc(NCCO)c2c1	1%	-13%	0%	3%	15%
6	COc1cccc(C(C)NC(=O)Nc2cc(Cl)ccc2OC)c1 (configuration not stated)	1%	-8%	7%	2%	90%[activator]
7	O=C(O)c1cccc2c1C(=O)c1ccc(-c3ccc(Cl)c(C(F)(F)F)c3)cc1S2(=O)=O	nt	nt	1%	-4%	-11%
8	COc1ccc(NC(=S)N(CCN(C)C)C(C)c2ccco2)cc1Cl (configuration not stated)	-5%	-4%	-3%	-2%	24%
9	O=C(C[n+]1ccccc1Cl)c1ccc(I)cc1	nt	nt	nt	-8%	30%
10	CCOc1ccccc1NC(=O)CN1C(=O)CC(c2ccc(OC)c(OC)c2)Sc2ccccc21 (configuration not stated)	9%	-9%	nt	-3%	14%
11	COCCN(C(=O)CCC(=O)Nc1cc(C)on1)C(C(=O)NC1CCCC1)c1ccc(C(C)C)cc1 (configuration not stated)	4%	-9%	41%[activator]	-11%	12%
12	CCOc1ccc(CN(C)C(=O)[C@H](Cc2ccccc2)NC(=O)OCc2ccccc2)cc1OC	-15%	-7%	18%	-18%	114%[activator]

no.	GRP78 ERSR act	LDHA block	POLB inh	Pol eta inh
1	-5%	-4	8%	-2%
2	-3%	-4	4%	?
3	-4%	25	nt	11µM*
4	-3%	-3	-5%	-5%
5	-5%	-4	5%	-25%
6	-6%	-6	3%	-16%
7	-5%	-2	nt	-3%
8	-4%	-4	-1%	-24%
9	8%	-1	nt	nt
10	3%	2	1%	-23%
11	2%	-5	10%	-8%
12	-10%	3	-1%	-9%

# An excerpt from above with just Pol kappa inh.
item	smiles	Pol kappa inh
6	COc1cccc(C(C)NC(=O)Nc2cc(Cl)ccc2OC)c1 (configuration not stated)	2%
7	O=C(O)c1cccc2c1C(=O)c1ccc(-c3ccc(Cl)c(C(F)(F)F)c3)cc1S2(=O)=O	-4%
8	COc1ccc(NC(=S)N(CCN(C)C)C(C)c2ccco2)cc1Cl (configuration not stated)	-2%
9	O=C(C[n+]1ccccc1Cl)c1ccc(I)cc1	-8%

# Next section:
no.	structure	Apoferritin bind	BLM helicase inh	APEX1 inh	Pol kappa inh	POLI inh
13	Nn1c(SCC(=O)Nc2cccc(C(F)(F)F)c2)nncc1=O	-20%	-2%	9%	-8%	-22%
14	Cc1ccc(Cl)cc1N1CCN(C(=O)C2CCCN(S(=O)(=O)c3cnc[nH]3)C2)CC1 (configuration not stated)	-22%	-11%	-1%	-7%	-6%
15	COc1cccc(CNC(=S)Nc2ccc(Cl)cc2C)c1	-7%	-6%	15%	-4%	97%[activator]
16	COCCCNC(=O)Cn1ncc2ccsc2c1=O	-4%	-3%	5%	3%	-21%
17	Cc1sc(NC(=S)NC(=O)c2ccco2)c(C(N)=O)c1C	-4%	-14%	-6%	-17%	60%[activator]
18	O=C(O)Cc1csc(-c2ccccc2)n1	-6%	-2%	?	6%	20%
19	CCOc1ccc(-n2nnc3c(=O)n(CC(=O)NCc4ccco4)cnc32)cc1	-16%	-1%	-2%	-14%	?
20	CCS(=O)(=O)N1Cc2ccccc2CC1C(=O)Nc1ncc(C)s1 (configuration not stated)	-5%	-3%	-1%	0%	17%
21	COc1ccc2nc(NC(=O)c3cc(=O)c4cc(C)cc(C)c4o3)sc2c1	-4%	-10%	nt	-5%	-11%
22	O=C(Nc1nc2nc(-c3ccccc3)cc(=O)n2[nH]1)c1ccccc1	-6%	-2%	-2%	0%	7%
23	C=CCn1c(-c2ccc(=O)n(Cc3ccccc3)c2)n[nH]c1=S	-1%	-3%	-11%	nt	nt
24	Cc1csc(NC(=O)c2cccs2)n1	-1%	2%	-4%	-7%	19%

no.	GRP78 ERSR act	LDHA block	POLB inh	Pol eta inh
13	-6%	0	-12%	-12%
14	0%	-16	-22%	-16%
15	-9%	-2	0%	-22%
16	0%	-1	-25%	-9%
17	0%	-2	-24%	-14%
18	3%	0	7%	-12%
19	-2%	-9	-15%	-6%
20	4%	0	-3%	-11%
21	-4%	6&-12	?	?
22	-1%	-7	0%	-11%
23	nt	nt	0%	nt
24	-4%	-9	5%	-6%

# Complete entries as entered above:
# Nn1c(SCC(=O)Nc2cccc(C(F)(F)F)c2)nncc1=O as listed: Apoferritin bind: -20%; BLM helicase inh: -2%; APEX1 inh: 9%; Pol kappa inh: -8%; POLI inh: -22%; GRP78 ERSR act: -6%; LDHA block: 0; POLB inh: -12%; Pol eta inh: -12%
# Cc1sc(NC(=S)NC(=O)c2ccco2)c(C(N)=O)c1C as listed: Apoferritin bind: -4%; BLM helicase inh: -14%; APEX1 inh: -6%; Pol kappa inh: -17%; POLI inh: 60%[activator]; GRP78 ERSR act: 0%; LDHA block: -2; POLB inh: -24%; Pol eta inh: -14%

# Continuation.
no.	structure	Apoferritin bind	BLM helicase inh	APEX1 inh	Pol kappa inh	POLI inh
25	CCC(C)n1c(SCC(=O)Nc2ccccc2C(=O)OC)nc2ccsc2c1=O (configuration not stated)	3%	-9%	nt	-8%[60.1 µM]	1%
26	CC(=O)N1CCc2cc(S(=O)(=O)Nc3ccc(C)cc3)ccc21	0%	-3%	34%[activator]	-7%	76%[activator]
27	O=C(Nc1cccc(S(=O)(=O)N2CCCCC2)c1)C1COc2ccccc2O1 (configuration not stated)	nt	nt	-2%	-1%	4%
28	CC1CCCN(C(=O)Cn2nnc(-c3ccc(N(C)C)cc3)n2)C1 (configuration not stated)	-5%	1%	19%	4%	15%
29	Cc1ccc(C)c2c3c([nH]c12)-c1nonc1CC3	?	-1%	-11%	-11%	-2%
30	CCCCn1c(-c2ccc(Br)cc2F)nc2c1c(=O)[nH]c(=O)n2CC(C)C	-14%	-8%	-2%	-24%	-9%
31	Cc1cc(C)n(-c2nc3ccccc3nc2Nc2cccc(C(=O)NCCc3ccccc3)c2)n1	-8%	-1%	nt	5%	23%
32	CCCN1CCN(CC(O)COC(c2ccc(OC)cc2)c2ccc(OC)cc2)CC1 (configuration not stated)	0%	-1%	45%[activator]	-3%	27%
33	O=C(NC(=S)NCc1ccco1)c1ccc([N+](=O)[O-])cc1	nt	nt	-1%	-3%	67%[activator]
34	CCOc1cccc2c1OC(c1cc(OC)c(OC)c(OC)c1)N1N=C(c3ccc(C)o3)CC21 (configuration not stated)	?	-4%	3%	3%	31%[activator]
35	O=C(CSc1nnnn1C1CC2C=CC1C2)Nc1ccc(C(=O)O)cc1 (configuration not stated)	nt	nt	29%	-7%	-6%
36	Cc1ccc2c(c1)nnn2C1CCN(S(=O)(=O)c2ccc(C(=O)NC3CCCC3)cc2)CC1	-19%	0%	0%	-6%	3%

no.	GRP78 ERSR act	LDHA block	POLB inh	Pol eta inh
25	-7%	-6	-17%	-13%
26	-6%	-1	0%	-6%
27	2%	1	nt	-24%
28	-1%	-3	43%	-18%
29	-3%	-3	?	-8%
30	-5%	0	-7%	-16%
31	-4%	2	3%	-20%
32	1%	-22	12%	2%
33	-3%	-4	nt	-4%
34	?	17	-2%	-1%
35	-6%	1	nt	-8%
36	-5%	-3	36%[activator]	-4%

# Values in list order from above.
# LDHA block, nos. 25–32, in order: -6, -1, 1, -3, -3, 0, 2, -22
# Pol eta inh, nos. 25–32, in order: -13%, -6%, -24%, -18%, -8%, -16%, -20%, 2%

# As entered above.
# POLB inh, compound 23 → 0%
# LDHA block, compound 15 → -2

# (list continues)
no.	structure	Apoferritin bind	BLM helicase inh	APEX1 inh	Pol kappa inh	POLI inh
37	CSc1nc(N)nc(SCC(=O)c2ccccc2)c1C#N	-3%	-2%	-4%	-12%	-12%
38	Cc1ccc(NC(=O)CCn2nc(C)cc2C)c(C)c1	5%	-3%	4%	-7%	0%
39	COc1ccccc1CN(Cc1cc2cc3c(cc2[nH]c1=O)OCCO3)Cc1nnnn1Cc1ccco1	72%[activator]	-25%	11%	?	?
40	CCOC(=O)c1cc(=O)n2[nH]c(-c3ccc(C)cc3)cc2n1	24%	-2%	-1%	-18%	-2%
41	O=C(CN1C(=O)C2C3c4ccccc4C(c4ccccc43)C2C1=O)Nc1ccccc1C(=O)O (configuration not stated)	13%	-11%	-9%	-4%	4%
42	CC(Sc1nnc2ccc3ccccc3n12)C(=O)Nc1ccc(Cl)cc1 (configuration not stated)	-15%	-9%	nt	1%	24%
43	Cn1c(=O)c2[nH]c(COc3ccc(C(C)(C)C)cc3)nc2n(C)c1=O	-8%	-3%	0%	1%	-1%

no.	GRP78 ERSR act	LDHA block	POLB inh	Pol eta inh
37	-6%	-2	45%	-11%
38	-5%	-3	1%	-16%
39	-2%	31	14µM*	32µM*
40	2%	3	-10%	-12%
41	-3%	-9	23%	-21%
42	-1%	-7	-1%	-4%
43	-2%	-2	14%	-10%

# Screening data: PubChem, National Center for Advancing Translational Sciences (NCATS)
